From PubChem BioAssay
SRC1 TRFRET art: counter-screen for PPARgamma SRC-1 recruitment agonists: TR-FRET artefact. 0.34% of 99,000 active. AID 1051. TR-FRET detection artefact counter-screen, emission ratio; stronger effect = higher value. TR-FRET ratio at 8 µM; in the data active = TR-FRET ratio above about 2300; note: inactives centre near 1800; reference of the scale not given here
SRC3 TRFRET art: flags TR-FRET format artefacts in PPARgamma SRC-3 recruitment agonist screen; TR-FRET artefact counter-screen, PPARgamma/SRC-3 format; stronger effect = higher value; TR-FRET ratio at 8 µM; 0.39% of 99,000 active; AID 1048; in the data active = TR-FRET ratio above about 2000; note: inactives centre near 1600; reference of the scale not given here
Starred values were filed as active, the others as inactive. Not all compounds are listed. The share of hits here may be higher or lower than overall.

Below each SMILES: SRC1 TRFRET art	SRC3 TRFRET art
CCn1c(/C=C/Nc2ccccc2)[n+](CC)c2ccc(Cl)cc21
→ 1870	1528
COc1cc(-n2c(=O)c3ccccc3n(CC(=O)c3ccc(Br)cc3)c2=O)cc(OC)c1OC
→ 1954	1521
CO[C@H]1C=CO[C@@]2(C)Oc3c(C)c(O)c4c(O)c(c(C=NN5CCN(C)CC5)c(O)c4c3C2=O)NC(=O)C(C)=CC=C[C@H](C)[C@H](O)[C@@H](C)[C@@H](O)[C@@H](C)[C@H](OC(C)=O)[C@@H]1C
→ 1622	1602
CCOc1ccc(C(C)=O)cc1NC(=O)/C=C\C(=O)O
→ 1716	1720
N=C1C(c2ccccc2)=C(O)CN1NC(=O)c1ccc(Cl)cc1
→ 1889	1424
CC(=O)NC(Cc1ccccc1)C(=O)NC1CCN(c2ncccc2[N+](=O)[O-])CC1 (stereo unspecified)
→ 1518	1584
Cc1ccccc1NC(=O)/C(C#N)=C/c1ccccc1C(F)(F)F
→ 1700	1672
O=C(CSC1=NC(=O)C(c2ccccc2)C(=O)N1)Nc1ccccc1[N+](=O)[O-] (stereo unspecified)
→ 1667	1402
Clc1ccc2nc(CSCc3ccccc3)cn2c1
→ 1698	1488
COc1ccc(/C=N/NC(=O)CCn2c3ccccc3c3ccccc32)cc1OC
→ 1466	1521
O=C(NCc1ccco1)/C(=C/c1ccco1)NC(=O)c1ccco1
→ 2134	1598
O=C(N/N=C/c1sc(=O)n(-c2ccccc2)c1Cl)c1ccccc1
→ 1768	1690
COCCN(C(=O)CSc1nc2ccc(C)cc2[nH]1)c1c(N)n(Cc2ccccc2)c(=O)[nH]c1=O
→ 1857	1425
O=C(CSc1nnc(CNC(=O)c2ccco2)o1)Nc1nc2ccccc2s1
→ 1731	1733
OCCC1CN(Cc2nc3ccccc3[nH]2)CCN1C1CCCC1 (stereo unspecified)
→ 1823	1714
COc1ccc2ccccc2c1/C=N/NC(=O)c1cccc(Br)c1
→ 1904	1569
Cc1c(C)c(C)c(/C=[N+](/C)[O-])c(C)c1C
→ 1553	1377
Cc1ccc(S(=O)(=O)N2CCN(C(=O)CSc3nnnn3C)CC2)c(C)c1
→ 1894	1766
COc1cccc(NC(=S)N(CCCN2CCN(C)CC2)Cc2ccco2)c1
→ 1829	1589
COc1cc2c(C(=O)N3CCCc4ccccc43)cn(C)c(=O)c2cc1OC
→ 1600	1457

Part of the list above in a different format:
N=C1C(c2ccccc2)=C(O)CN1NC(=O)c1ccc(Cl)cc1
  SRC1 TRFRET art: 1889
  SRC3 TRFRET art: 1424
CC(=O)NC(Cc1ccccc1)C(=O)NC1CCN(c2ncccc2[N+](=O)[O-])CC1 (stereo unspecified)
  SRC1 TRFRET art: 1518
  SRC3 TRFRET art: 1584

Continuation:
Below each SMILES: SRC1 TRFRET art	SRC3 TRFRET art
Cc1ccc(CNC(=O)CCCc2nc3ccccc3s2)cc1
→ 1714	1585
OCCN1CCN(c2ncnc3c2sc2nc(N4CCOCC4)c4c(c23)CCC4)CC1
→ 1908	1434
COc1ccc(S(=O)(=O)N(CC(=O)NCc2ccco2)C2CCCCC2)cc1OC
→ 1615	1824
C[N+]1(C2CCC3CCCC2C3O)CCCCC1 (stereo unspecified)
→ 1667	1464
CCOc1ccc(/C=C2\SC(=S)N(N3C(=O)C4CC4C3=O)C2=O)cc1 (stereo unspecified)
→ 1785	1611
COc1ccccc1N1CCN(C(=O)Nc2ccc(F)c(Cl)c2)CC1
→ 1672	1504
COc1ccc(N(CC(=O)NCCSc2ccccc2)S(C)(=O)=O)cc1
→ 1871	1692
CCOc1ccccc1/C=N/NC(=O)CNC(=O)c1ccc(S(=O)(=O)N2CCOCC2)cc1
→ 1637	1563
COc1cc(/C=C2\SC(=N)N(c3ccc(F)cc3)C2=O)ccc1O
→ 1901	1738
COc1cc(/C=N/NC(=O)c2cccnc2)ccc1OC(=O)c1ccc([N+](=O)[O-])cc1
→ 1870	1457
O=C(Nc1ccc(F)cc1)N(Cc1cccs1)Cc1cc2cc3c(cc2[nH]c1=O)OCO3
→ 1710	1514
Cc1ccc(-n2nc(-c3ccccc3)cc2Nc2ccccc2N)cc1
→ 1857	1653
Cc1ccc(-c2cc(-c3ccccc3)no2)c(O)c1
→ 1763	1474
Nc1ccc(Cl)c(S(=O)(=O)Nc2cccc(Cl)c2)c1
→ 1687	1510
CCOc1cccc2sc(N(CCCN(C)C)C(=O)Cc3ccccc3)nc12
→ 1920	1757
CCOc1ccc(C(CC(=O)O)NC(=O)C23CC4CC(CC(C4)C2)C3)cc1 (stereo unspecified)
→ 1520	1536
CO/N=C(\Cn1ncc(N2CCOCC2)c(Br)c1=O)c1ccc(Cl)cc1
→ 1672	1608
CC(C)CNC(=S)NC(=O)c1ccccc1Cl
→ 1468	1439
O=c1c2ccccc2nc(-c2ccc(Cl)cc2Cl)n1O
→ 1911	1600
CCOC1=NN(c2ccccc2)C(=O)/C1=C\N(C)C
→ 1803	1637

Later entries
Below each SMILES: SRC1 TRFRET art	SRC3 TRFRET art
O=C(COc1ccccc1)NNc1nc2c(F)cc(F)cc2s1
→ 2062	1605
O=C(NCc1nc2ccccc2[nH]1)c1c(F)c(F)c(F)c(F)c1F
→ 1626	1285
CCOC(=O)C1CCN(C(=O)c2c(-c3ccccc3)noc2C)CC1
→ 1821	1748
OC1CCN(C(=S)Nc2ccc(Oc3ccccc3)cc2)CC1
→ 1748	1791
COc1cc(C2=NC(CO)(CO)CO2)cc(OC)c1OC
→ 1822	1516
Cc1ccc(S(=O)(=O)NNc2ccccc2)c(C)c1
→ 1684	1478
CC1CCc2sc(NC(=S)NC(=O)c3ccccc3)c(C#N)c2C1 (stereo unspecified)
→ 1774	1501
COc1ccc(C(=O)NCc2ccc3[nH]c(C)cc3c2)cc1OC
→ 1731	1674
Cc1noc(C)c1CSc1nnc(-c2ccncc2)n1-c1cccc(Cl)c1C
→ 1764	1781
Cc1cc(=O)n2nc(N3CCCC(C(=O)NCCC4=CCCCC4)C3)sc2n1 (stereo unspecified)
→ 1629	1524
O=C(Nc1ccc(Cl)c([N+](=O)[O-])c1)c1ccncc1
→ 1708	1472
O=C(NC1CCCC1)C1CCC(CNS(=O)(=O)c2cccs2)CC1 (stereo unspecified)
→ 1709	1514
c1ccc2c(-c3cc(C4CCNCC4)[nH]n3)cccc2c1
→ 1825	1688
O=C1C2CC=CCC2C(=O)N1c1ccc(NCCc2cccc(F)c2)c([N+](=O)[O-])c1 (stereo unspecified)
→ 1780	1641
CCOc1cc(N2CCOCC2)c(OCC)cc1NC(=O)c1ccc(OCc2c(C)noc2C)c(OC)c1
→ 2027	1703
COc1ccnc(Oc2ccc(F)cc2)c1-c1ncn[nH]1
→ 1763	1609
CC(=O)Nc1nonc1NC(=O)COc1ccccc1
→ 1531	1552
CCc1nnc(NS(=O)(=O)c2ccc(NC(=S)NC(=O)c3ccc(Br)cc3)cc2)s1
→ 1639	1552
Cc1cccc(C(=O)NC(=S)NNC(=O)c2ccccc2Cl)c1
→ 1936	1740
O=C(Cc1ccccc1)Nc1ccccc1C(=O)Nc1ccc(C(=O)O)cc1
→ 1579	1419

Profiles, quoted from the list:
Results for `O=C(NC1CCCC1)C1CCC(CNS(=O)(=O)c2cccs2)CC1` (stereo unspecified) → SRC1 TRFRET art = 1709; SRC3 TRFRET art = 1514
Results for `O=C(Cc1ccccc1)Nc1ccccc1C(=O)Nc1ccc(C(=O)O)cc1` → SRC1 TRFRET art = 1579; SRC3 TRFRET art = 1419
Results for `Cc1ccc(S(=O)(=O)NNc2ccccc2)c(C)c1` → SRC1 TRFRET art = 1684; SRC3 TRFRET art = 1478

(more compounds)
canonical_smiles,SRC1 TRFRET art,SRC3 TRFRET art
Cc1ccc(C(=O)N2CCN(c3ncccn3)CC2)cc1S(=O)(=O)N1CCCCC1,1530,1580
NNc1nc(-c2ccccc2)cs1,1744,1622
N/C(=N\OC(=O)Cc1ccccc1)c1cccc(Br)c1,1893,1425
CCN(CC)S(=O)(=O)c1ccc(N2CCOCC2)c(NC(=O)c2ccccc2)c1,1803,1767
Cc1ncc([N+](=O)[O-])n1CC(C)O (stereo unspecified),1714,1472
CC1CCc2ccccc2N1C(=N)N(C)C (stereo unspecified),1805,1606
CCN(CC)c1nc2c3c(nc4c(c3c1C#N)CC(=O)N4c1ccc(Cl)cc1)NC(C)=N2,1979,1785
CN(C)C(=O)[C@@H]1C[C@H]1[C@@H](NC(=O)OCc1ccccc1)c1ccccc1,1588,1481
Cc1ccc(C(=O)OCC(=O)NCc2cccs2)c(C)c1,1704,1529
Cc1ccsc1C(=O)OCC(=O)Nc1ccc(Cl)cc1C(F)(F)F,1782,1481
Cc1nnc(SCC(=O)NC(=O)NC(C)(C)C)s1,1539,1604
CN1CCN(C(=S)Nc2ccc(Cl)cc2)CC1,1776,1549

Carrying on.
canonical_smiles,SRC1 TRFRET art,SRC3 TRFRET art
O=c1c2ccccc2nnn1CSc1ccccc1,1750,1713
CCOC(=O)C1(CC2CCCCO2)CCN(C(=O)Nc2cccc(SC)c2)CC1 (stereo unspecified),1817,1568
O=C1NCCCC1C(=O)N/N=C/c1cccc(O)c1 (stereo unspecified),1972,1563
Cc1nc2ccccc2nc(C)c1=NOCC(=O)N(c1ccccc1)C(C)C,1700,1527
Cn1c(=O)c2c(ncn2Cc2ccc(Cl)cc2)n(C)c1=O,1898,1688
COC(=O)CNC(=O)COC(=O)c1cc(SC)ccc1Cl,1731,1612
CCNc1ccc(C(=O)OCC(=O)NCc2ccccc2Cl)cc1[N+](=O)[O-],1827,1772
COc1ccc(NC(=O)CN(C)C(=O)c2oc3ccccc3c2C)cc1,1709,1412
Cc1ccn2cc(C(=O)NCc3ccco3)nc2c1,2095,1617
O=C(O)c1cc(-n2nnnc2SCc2ccccc2F)ccc1Cl,1757,1618
CCS(=O)(=O)c1ccc2c(c1)N(S(=O)(=O)c1ccc(Cl)cc1)CC(C(=O)O)O2 (stereo unspecified),1889,1448
NC(=O)Cc1ccc(Nc2nnc(-c3ccccc3)c3ccccc23)cc1,1677,1529

New compounds follow
canonical_smiles,SRC1 TRFRET art,SRC3 TRFRET art
CSc1nc2sc3c(c2c2nncn12)CCC3,1992,1632
CCn1nc(C)c(C2C(C#N)=C(N)OC3=C2C(=O)CCC3)c1C (stereo unspecified),1945,1596
CC1CN(CCCCOc2cccc(Oc3ccccc3)c2)CC(C)O1 (stereo unspecified),1750,1546
N#Cc1c(N)nc2c(c1-c1ccc3c(c1)OCO3)CCCCCC2,1762,1656
O=C(O/N=C1\CCS(=O)(=O)c2sccc21)c1c(F)cccc1F,1920,1566
CCn1c(CNC(=O)C23CC4CC(CC(C4)C2)C3)nnc1SC,2097,1871
C[C@@H](C(=O)N[C@H](C(=O)O)c1ccccc1)n1nnc2ccccc2c1=O,1996,1630
CCOc1ccccc1C(=O)N1CCN(c2ccc(C(F)(F)F)cn2)CC1,1728,1606
COc1ccc(C(=O)NCCc2nnc(SCC(=O)Nc3ccccc3F)n2C)cc1,1810,1596
CCN1CCN(CC(O)COc2ccc3c(C)cc(=O)oc3c2)CC1 (stereo unspecified),1418,1528
CC(=O)Nc1ccc2c3c(cccc13)C(=O)N(c1ccccc1)C2=O,1887,1527
CC(=O)n1cc([C@H]2C=C(C(=O)Nc3ccccc3)O[C@@H](OCc3ccc(CO)cc3)C2)c2ccccc21,1786,1630

Four entries picked at random from those above:
canonical_smiles,SRC1 TRFRET art,SRC3 TRFRET art
N#Cc1c(N)nc2c(c1-c1ccc3c(c1)OCO3)CCCCCC2,1762,1656
CSc1nc2sc3c(c2c2nncn12)CCC3,1992,1632
CCn1nc(C)c(C2C(C#N)=C(N)OC3=C2C(=O)CCC3)c1C (stereo unspecified),1945,1596
CCOc1ccccc1C(=O)N1CCN(c2ccc(C(F)(F)F)cn2)CC1,1728,1606

Other structures follow:
canonical_smiles,SRC1 TRFRET art,SRC3 TRFRET art
Cc1csc2nc(CNC(=O)C3CCCCC3)cn12,1697,1509
CC(C(=O)N1CCCCC1)n1ncn2cccc2c1=O (stereo unspecified),1736,1535
O=C(CCC1CCCCC1)Nc1nccs1,1865,1697
O=C(CCCc1ccccc1)Nc1cccc(C(=O)O)c1,1836,1535
COc1ccc(S(=O)(=O)N2CCCCCC2)cc1NC(=O)c1c2c(nc3ccccc13)CCN(Cc1ccccc1)C2,1750,1793
COc1ccc(N2CCN(CC(=O)Nc3ccc(SC(F)F)cc3)CC2)cc1,1534,1647
Cc1ccc(Nc2ccccc2N)cc1,1993,1685
Cc1cccc(Nc2nc(-c3ccccc3)c(C(=O)Nc3cccnc3)s2)c1,3448*,3117*
CN(C)/C=C/C(=O)c1ccc(Cl)s1,1866,1680
CCCCOc1ccc(-c2nnc(N)s2)cc1,1908,1545
CC(C)OCCCNC(=O)C(NC(=O)c1ccc(Cl)cc1)C(C)C (stereo unspecified),1498,1502
O=C(NCCc1ccc2c(c1)OCCO2)c1cccc(F)c1,1893,1765

(further entries)
canonical_smiles,SRC1 TRFRET art,SRC3 TRFRET art
O=C(COC(=O)c1c2c(nc3ccccc13)CCCC2)c1ccc(Br)s1,2267,4222*
CCOC(=O)c1cc2c(C)n(-c3ccc(OCC)cc3)c(C)c2cc(C(=O)OCC)c1=O,1844,1587
CC(=O)c1c(O)cc2n(c1=O)-c1ccc(Cl)cc1C2(C)C,1549,1841
CCOC(=O)c1ccccc1NC(=O)/C=C/C(=O)O,1678,1398
NNC(=O)C1=NOC2COC3(CCN(c4ncccn4)CC3)OCC12 (stereo unspecified),1680,1634
O=C(Cc1ccccc1)Nc1ccc(N2CCOCC2)cc1,1475,1489
CCOCCCNC(=O)/C(C#N)=C/c1cc(C)c(O)c(C)c1,1904,1646
CC(Cl)C(=O)NN=C(c1ccccc1)c1ccccc1 (stereo unspecified),1941,1715
CCOc1ccc(CCNc2ccc3nnc(-c4ccccc4)n3n2)cc1OCC,1768,1645
COCCCN1CN=C(Nc2nc3ccccc3o2)NC1,1916,1514
O=C(Nn1c(-c2ccncc2)nc2ccccc2c1=O)c1ccc(Br)cc1,1966,1493
COc1cccc2c1NC(C(=O)O)C1CC=CC21 (stereo unspecified),2160,1796
Cc1cccc2cc(CN(Cc3cccnc3)C(=S)NCCCN(C)C)c(=O)[nH]c12,1856,1460
Cc1cc(C(F)(F)F)c(C#N)c(SCC(=O)Nc2nc3ccccc3s2)n1,1732,1608
